Screens (PubChem BioAssay)
T cruzi HTS – blocks T. cruzi growth inside host cells. intracellular Trypanosoma cruzi in host cells, plate reader. activity score (inhibition), % at 5.01 µM. 22,000 compounds, 4.9% hits; in the data active = activity score above about 55%; inconclusive = no clear call, values can overlap the other calls;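 also: parasites and compound incubated about four days before reading; 0% = median of neutral control wells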
INS-1E rescue – preserves ATP levels in cytokine-treated INS-1E cells. INS-1E cytokine-induced death, ATP luminescence, 48 h; normalised: neutral wells 0, positive control 100. protection from cytokine-induced ATP loss, % at 10 µM. 20,000 compounds, 0.1% hits;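 active = mean replicate protection from cytokine-induced ATP loss at least 50% and at least 75% of replicates each reaching 50%; inconclusive = meets only one of the two criteria, mean or replicate share; inactive = fails both the mean and replicate share criteria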
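Test system: INS-1E rat cells | Quantity: 8000 cells per well | Medium: Phenol-red-free RPMI with 5% fetal bovine serum | Reagent: Cytokine cocktail of IFN-γ, TNF-α and IL-1β | Doses: One compound concentration, pin transfer | Timing: 48 h co-treatment, 10 min post-lysis read | Technique: Luminescent ATP assay (CellTiter-Glo)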
An asterisk follows results filed as active; ? = inconclusive; · = no result given.

SMILES	T cruzi HTS	INS-1E rescue
COc1ccc(NC(=O)Nc2ccc3c(c2)CC(=O)N([C@H](C)CO)C[C@H](C)[C@H](CN(C)S(=O)(=O)c2ccc(C)cc2)O3)cc1	8	-11
C[C@H]1CN([C@@H](C)CO)C(=O)Cc2cc(NC(=O)CCCCCC(=O)Nc3ccccc3N)ccc2O[C@H]1CN(C)S(=O)(=O)c1cccs1	-22	2
COc1cccc(CN(C)C[C@@H]2OCc3cnnn3CCCC(=O)N([C@@H](C)CO)C[C@H]2C)c1	-12	·
C[C@H]1CN([C@@H](C)CO)C(=O)c2cc(NC(=O)Cc3ccccc3)ccc2O[C@H]1CN(C)Cc1ccc(Oc2ccccc2)cc1	-8	-23
C[C@H](CO)N1C[C@H](C)[C@H](CN(C)Cc2ccncc2)Oc2c(NC(=O)C3CCOCC3)cccc2C1=O	-18	11
C[C@H](CO)N1C[C@H](C)[C@H](CN(C)C(=O)Nc2cccc3ccccc23)Oc2c(NC(=O)Nc3ccc4c(c3)OCO4)cccc2C1=O	53	-2
C[C@H]1CN([C@@H](C)CO)C(=O)Cc2cc(NC(=O)Nc3cccc4ccccc34)ccc2O[C@@H]1CN(C)C(=O)Nc1ccccc1	-4	6
C[C@H](CO)N1C[C@H](C)[C@H](CN(C)Cc2ccc(Cl)c(Cl)c2)OCc2cn(nn2)CCCC1=O	-19	·
C[C@H](CO)N1C[C@H](C)[C@H](CN(C)C)Oc2c(NC(=O)NC3CCCCC3)cccc2C1=O	-14	2
C[C@H](CO)N1C[C@H](C)[C@H](CN(C)S(=O)(=O)c2ccc(Cl)cc2)Oc2ccc(NC(=O)c3ccncc3)cc2CC1=O	-3	-1
O=C(NN=C1CCCCCCC1)c1ccccn1	-11	8
Cc1noc(C)c1S(=O)(=O)N(C)C[C@H]1Oc2ccc(NC(=O)Nc3ccccc3)cc2CC(=O)N([C@@H](C)CO)C[C@H]1C	3	6
C[C@H]1CN([C@@H](C)CO)C(=O)c2cccc(NC(=O)c3nc4ccccc4s3)c2O[C@@H]1CN(C)Cc1ccc(-c2ccccc2)cc1	73*	-18
C[C@H](CO)N1C[C@H](C)[C@H](CN(C)S(=O)(=O)c2ccccc2)Oc2ccc(NC(=O)CCCCCC(=O)Nc3ccccc3N)cc2C1=O	-26	-6
COc1ccc(NC(=O)N(C)C[C@H]2OCc3cn(nn3)CCCC(=O)N([C@H](C)CO)C[C@@H]2C)cc1	-5	·
COc1ccc(S(=O)(=O)Nc2ccc3c(c2)CC(=O)N([C@@H](C)CO)C[C@H](C)[C@H](CN(C)Cc2ccc(-c4ccccc4)cc2)O3)cc1	29	-26
C[C@@H]1CN([C@H](C)CO)C(=O)Cc2cc(NS(=O)(=O)c3cccs3)ccc2O[C@@H]1CN(C)Cc1ccc(C(=O)Nc2ccccc2N)cc1	42	-7
Cc1cc(C(=O)Nc2cccc3c2O[C@@H](CN(C)Cc2ccc(Cl)c(Cl)c2)[C@@H](C)CN([C@@H](C)CO)C3=O)n(C)n1	-7	-15
CC(C)NC(=O)Nc1cccc2c1O[C@H](CN(C)C(=O)Nc1cccc3ccccc13)[C@@H](C)CN([C@H](C)CO)C2=O	-14	1
Cc1ccc(S(=O)(=O)N(C)C[C@@H]2Oc3ccc(NC(=O)NC(C)C)cc3C(=O)N([C@H](C)CO)C[C@H]2C)cc1	0	10
C[C@@H]1CN([C@H](C)CO)C(=O)Cc2cc(N(C)C)ccc2O[C@@H]1CN(C)Cc1ccc2c(c1)OCO2	-23	-7
C[C@@H]1CN([C@H](C)CO)C(=O)c2cccc(NC(=O)C3CC3)c2O[C@H]1CN(C)Cc1ccc2c(c1)OCO2	7	-2
C[C@@H]1CN([C@H](C)CO)C(=O)c2cccc(NC(=O)Nc3ccc(F)cc3)c2O[C@H]1CN(C)C(=O)NC1CCCCC1	-1	10
C[C@@H]1CN([C@@H](C)CO)C(=O)c2cccc(NC(=O)Nc3ccccc3)c2O[C@H]1CN(C)C(=O)Nc1ccc(F)cc1	-3	9
C[C@H]1CN([C@@H](C)CO)C(=O)c2cccc(NC(=O)Nc3cccc4ccccc34)c2O[C@@H]1CN(C)C(=O)NC1CCCCC1	14	-4
C[C@H](CO)N1C[C@H](C)[C@H](CN(C)S(=O)(=O)c2cn(C)cn2)OCc2cn(nn2)CCCC1=O	-15	·
C[C@H](CO)N1C[C@H](C)[C@H](CN(C)S(=O)(=O)c2ccc(Cl)cc2)Oc2c(NC(=O)c3ccc(-c4nccs4)cc3)cccc2C1=O	63*	-37
CCCN(C)C[C@@H]1OCCCC[C@@H](C)Oc2ccc(NS(=O)(=O)c3ccc(OC)cc3)cc2C(=O)N([C@H](C)CO)C[C@@H]1C	9	8
C[C@@H]1CN([C@H](C)CO)C(=O)c2cc(NC(=O)Nc3ccc(C(F)(F)F)cc3)ccc2O[C@H]1CN(C)CC1CCCCC1	5	·
COc1ccc(S(=O)(=O)Nc2ccc3c(c2)CC(=O)N([C@@H](C)CO)C[C@H](C)[C@H](CN(C)CC2CC2)O3)cc1	6	1
Cc1noc(C)c1S(=O)(=O)Nc1ccc2c(c1)C(=O)N([C@@H](C)CO)C[C@H](C)[C@H](CN(C)C(=O)Nc1ccc(F)cc1)O2	1	1
Cc1noc(C)c1S(=O)(=O)Nc1cccc2c1O[C@@H](CN(C)S(=O)(=O)c1ccc(Cl)cc1)[C@@H](C)CN([C@H](C)CO)C2=O	-27	3
C[C@@H]1CCCCO[C@@H](CN(C)Cc2ccccc2)[C@@H](C)CN([C@H](C)CO)C(=O)c2cc(NC(=O)Cc3ccccc3)ccc2O1	-11	-5
Cc1noc(C)c1NC(=O)Nc1ccc2c(c1)C(=O)N([C@H](C)CO)C[C@H](C)[C@H](CN(C)Cc1ccccc1)OCCCC[C@@H](C)O2	6	4
C[C@H]1CN([C@@H](C)CO)C(=O)c2cc(NS(=O)(=O)c3ccc(Cl)cc3)ccc2O[C@H]1CN(C)C(=O)NC1CCCCC1	11	0
Cc1noc(C)c1S(=O)(=O)Nc1ccc2c(c1)C(=O)N([C@@H](C)CO)C[C@H](C)[C@@H](CN(C)S(=O)(=O)c1ccc(F)cc1)O2	-9	3
COc1ccc(S(=O)(=O)N(C)C[C@@H]2Oc3c(NC(=O)Nc4ccc5c(c4)OCO5)cccc3C(=O)N([C@@H](C)CO)C[C@@H]2C)cc1	-26	0
C[C@@H]1CN([C@@H](C)CO)C(=O)c2cccc(NC(=O)c3ccncc3)c2O[C@@H]1CN(C)Cc1ccncc1	-7	9
C[C@@H]1CN([C@@H](C)CO)C(=O)c2cc(NS(=O)(=O)c3ccc(Cl)cc3)ccc2O[C@@H]1CN(C)Cc1ccc2c(c1)OCO2	4	-12
COc1ccc(NC(=O)N(C)C[C@H]2Oc3ccc(NC(=O)NC4CCCCC4)cc3C(=O)N([C@@H](C)CO)C[C@@H]2C)cc1	-33	3
C[C@@H]1CN([C@H](C)CO)C(=O)Cc2cc(NS(=O)(=O)c3ccc(Cl)cc3)ccc2O[C@H]1CN(C)Cc1ccc(Cl)c(Cl)c1	65*	5
C[C@H]1CN([C@@H](C)CO)C(=O)c2cc(NC(=O)Cc3ccccc3)ccc2O[C@@H]1CN(C)C(=O)Nc1ccc2c(c1)OCO2	-7	1
CNC[C@@H]1Oc2ccc(NS(=O)(=O)c3ccccc3)cc2C(=O)N([C@H](C)CO)C[C@@H]1C	-12	-6
COc1ccc(NC(=O)N(C)C[C@H]2Oc3c(NS(=O)(=O)c4ccccc4)cccc3C(=O)N([C@@H](C)CO)C[C@@H]2C)cc1	-36	7
C[C@@H]1CN([C@H](C)CO)C(=O)Cc2cc(NC(=O)CCN3CCOCC3)ccc2O[C@@H]1CN(C)S(=O)(=O)c1ccccc1	5	6
COC(=O)CCCCCCC(=O)N/N=C/c1ccc(OC)c(Br)c1	2	-5
Cc1noc(C)c1NC(=O)Nc1ccc2c(c1)C(=O)N([C@H](C)CO)C[C@H](C)[C@H](CN(C)C(=O)Nc1ccc(C(F)(F)F)cc1)OCCCC[C@@H](C)O2	20	-2
Cc1noc(C)c1S(=O)(=O)N(C)C[C@H]1Oc2ccc(NS(=O)(=O)c3ccc(Cl)cc3)cc2C(=O)N([C@@H](C)CO)C[C@H]1C	14	-5
C[C@@H]1CN([C@@H](C)CO)C(=O)c2cc(NS(C)(=O)=O)ccc2O[C@@H]1CN(C)C	-12	·
Cc1ccc(S(=O)(=O)N(C)C[C@@H]2Oc3c(NC(=O)C4CCCCC4)cccc3C(=O)N([C@@H](C)CO)C[C@H]2C)cc1	5	6

(continued)
SMILES	T cruzi HTS	INS-1E rescue
C[C@H](CO)N1C[C@H](C)[C@H](CN(C)Cc2ccc3c(c2)OCO3)Oc2ccc(NC(=O)C3CCCCC3)cc2CC1=O	-26	-3
CC(C)NC(=O)N(C)C[C@@H]1Oc2c(NS(=O)(=O)c3ccc(Cl)cc3)cccc2C(=O)N([C@H](C)CO)C[C@@H]1C	17	-1
Cc1ccc(S(=O)(=O)Nc2cccc3c2O[C@@H](CN(C)S(=O)(=O)c2cn(C)cn2)[C@H](C)CN([C@@H](C)CO)C3=O)cc1	-14	10
Cc1ccc(S(=O)(=O)Nc2ccc3c(c2)C(=O)N([C@@H](C)CO)C[C@@H](C)[C@H](CN(C)C(=O)Nc2cccc4ccccc24)O3)cc1	-3	1
C[C@@H]1CN([C@H](C)CO)C(=O)c2cc(NS(=O)(=O)c3cn(C)cn3)ccc2O[C@@H]1CN(C)Cc1ccc(C(F)(F)F)cc1	-2	-4
C[C@@H]1CN([C@H](C)CO)C(=O)Cc2cc(NS(=O)(=O)c3ccc(Cl)cc3)ccc2O[C@H]1CN(C)Cc1ccncc1	-16	-2
C[C@H]1CN([C@@H](C)CO)C(=O)c2cc(NC(=O)Nc3ccc(F)cc3)ccc2O[C@H]1CN(C)C(=O)Nc1ccccc1	0	6
Cc1noc(C)c1S(=O)(=O)Nc1ccc2c(c1)C(=O)N([C@H](C)CO)C[C@H](C)[C@H](CN(C)S(=O)(=O)c1cn(C)cn1)O2	-8	·
Cc1noc(C)c1S(=O)(=O)Nc1ccc2c(c1)C(=O)N([C@H](C)CO)C[C@H](C)[C@H](CN(C)Cc1ccc(C(F)(F)F)cc1)O2	63*	-12
COc1ccc(NC(=O)Nc2ccc3c(c2)C(=O)N([C@@H](C)CO)C[C@H](C)[C@@H](CN(C)C(=O)Nc2ccc(OC)cc2)O3)cc1	-14	3
C[C@H](CO)N1C[C@H](C)[C@@H](CN(C)S(=O)(=O)c2cn(C)cn2)Oc2c(NC(=O)NC3CCCCC3)cccc2C1=O	-16	8
C[C@@H]1CN([C@@H](C)CO)C(=O)c2cc(NC(=O)Nc3cccc4ccccc34)ccc2O[C@H]1CN(C)Cc1ccncc1	-6	-4
C[C@H]1CN([C@@H](C)CO)C(=O)CCCn2nncc2CO[C@@H]1CN(C)C(=O)Nc1ccc(N2CCCCC2)cc1	-1	·
O=C(CCCCC(=O)N/N=C/c1ccc(O)c(O)c1O)NO	?	29
CNC[C@H]1Oc2ccc(N(C)C)cc2CC(=O)N([C@@H](C)CO)C[C@H]1C	-16	-13
C[C@@H]1CN([C@H](C)CO)C(=O)CCCn2nncc2CO[C@H]1CN(C)Cc1ccc(O)cc1	-8	·
C[C@@H]1CCCCO[C@@H](CN(C)Cc2ccc(C(F)(F)F)cc2)[C@@H](C)CN([C@H](C)CO)C(=O)c2cc(NC(=O)Cc3ccccc3)ccc2O1	63*	-15
Cc1ccc(S(=O)(=O)Nc2ccc3c(c2)CC(=O)N([C@@H](C)CO)C[C@H](C)[C@H](CN(C)S(=O)(=O)c2ccc(C)cc2)O3)cc1	-1	-1
C[C@@H]1CN([C@H](C)CO)C(=O)c2cccc(NS(=O)(=O)c3cn(C)cn3)c2O[C@@H]1CN(C)Cc1ccc(-c2ccccc2)cc1	-26	-3
Cc1noc(C)c1S(=O)(=O)Nc1ccc2c(c1)CC(=O)N([C@@H](C)CO)C[C@H](C)[C@H](CN(C)C(=O)Nc1ccc3c(c1)OCO3)O2	-5	-2
C[C@H](CO)N1C[C@H](C)[C@H](CN(C)S(=O)(=O)c2ccc(F)cc2)Oc2ccc(NC(=O)Nc3ccccc3)cc2C1=O	-3	-5
